HepG2 viability – HepG2 cytotoxicity, counter-screen for TGF-b inhibitors | 410,000 compounds, 0.76% hits | HepG2 CAGA-GFP viability, ATP luminescence, 18 h | AID 588856 | Potency, µM (titrated, usually from 46.1 µM), inactives show top-dose activity change, negative = cytotoxicity, usual class: cytotoxic; also: potency is read from the fitted curve at half-maximal effect; some results filed as inactive show a strong effect at the top dose
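HepG2 CAGA-GFP cells (1000/well, DMEM with 1% FBS) received compound, then TGF-beta at 500 pg/mL final, and were incubated 18 hours at 37 degrees C. Viability was read by CellTiter-Glo luminescence. Media-only wells were set as complete cell-killing and DMSO as no toxicity.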
Nrf2 ARE act – activators of Nrf2 (ARE) signaling | AREc32 ARE-luciferase reporter (MCF7-derived line), luminescence, 24 h | Potency, µM (doses to about 46.1 µM), for the others: at the highest dose activation, most hits filed as activators | 410,000 compounds, 0.31% hits | AID 624171; also: potency is read from the fitted curve at half-maximal effect; % of control where 0% means no effect; nearly all actives have a fitted effect of over 65% in size
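Cells of the AREc32 ARE-luciferase line are plated in OPTI-MEM containing 5% FBS and left overnight at 37 deg C. Compounds are pinned in, incubation continues 24 hr, and firefly luciferase signal is then measured.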
IL-1B inflam inh – inhibitors of inflammasome signaling (IL-1 beta secretion) | 360,000 compounds, 4.7% hits | activity change, % at 57.5 µM | THP-1 LPS/ATP IL-1B secretion, AlphaLISA, 16 h; hits give low values; in the data active = activity change below about -50%; inconclusive = mostly about -30% to -49%; also: % is scaled to controls: 0 for no effect and ±100 for the full control effect
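THP-1 cells pretreated 1 hr with compounds (up to 57.5 uM final), then stimulated with LPS (250 ng/mL final) plus ATP (1.25 mM final); secreted IL-1B measured by AlphaLISA after 16 hr, decreased signal indicating inhibition.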
MCF10A rereplic – induces DNA re-replication in MCF 10a normal breast cells. 350,000 compounds, 2.9% hits. Potency, µM (titrated, usually from 46.1 µM), inactives show top-dose activity, positive = re-replication, actives largely listed as activators. MCF 10A DNA re-replication, Hoechst nuclear intensity, 48 h; also: potency is read from the fitted curve at half-maximal effect; % of control where 0% means no effect; nearly all actives have a fitted effect of over 50% in size
Nrf2 inh – Nrf2 pathway inhibition; A549 ARE-Fluc reporter, luciferase luminescence, 18-24 h; 360,000 compounds, 2.1% hits; Potency, µM (series often up to 46 µM), for inactives: at the top dose activity change, negative = inhibition, most hits filed as inhibitors; also: potency is read from the fitted curve at half-maximal effect; % is scaled to controls: 0 for no effect and ±100 for the full control effect; nearly all actives have a fitted effect of over 60% in size
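Nrf2 function is reported as luminescence of an ARE-controlled luciferase in A549 cells. Compounds were tested at several concentrations, and a CellTiter-Fluor read on the same wells flagged cytotoxicity.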
A549 viability – A549 cytotoxicity, counter-screen for Nrf2 inhibitors. A549 ARE-Fluc cells, CellTiter-Fluor viability, 18-24 h. Potency, µM (series often up to 46 µM), for the others: at the highest dose activity change, negative = cytotoxicity, usual class: inhibitors. 390,000 compounds, 0.16% hits; also: potency is read from the fitted curve at half-maximal effect; % is scaled to controls: 0 for no effect and ±100 for the full control effect
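Cytotoxicity counterscreen: CellTiter-Fluor fluorescence was measured in A549 ARE_Fluc cells after 18-24 h of compound exposure in a concentration series. The subsequent BugLite luminescent read reports ARE-luciferase activity.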
TGFb SMAD3 inh – inhibitors of TGF-b signaling; HepG2 CAGA-GFP TGF-b/SMAD3 reporter, GFP fluorescence, 18 h; TGF-beta stimulated, 500 pg/mL final; Potency, µM (top dose mostly 46.1 µM), for inactives: top-dose activity, negative = inhibition, usual class: inhibitors; 410,000 compounds, 1.2% hits; also: potency is read from the fitted curve at half-maximal effect; % is scaled to controls: 0 for no effect and ±100 for the full control effect; nearly all actives have a fitted effect of over 65% in size
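HEPG2 CAGA-GFP, 1000 cells/well; 2 h settle, 37 C; cpd via pin tool; TGF-b 500 pg/mL final; 18 h, 37 C; GFP imaging ex488/em500-530; %Activity normalised to -TGF-b and +DMSO controls; CRC fit, curve class.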
ATXN2 expr inh – inhibitors of ATXN2 expression; HEK-293 ATXN2-luciferase reporter, luminescence, 24 h; Potency, µM (titrated, usually from 57 µM), for the others: top-dose activity change, negative = inhibition, most hits filed as inhibitors; 360,000 compounds, 0.72% hits; AID 1745845; also: potency is read from the fitted curve at half-maximal effect; % is scaled to controls: 0 for no effect and ±100 for the full control effect; nearly all actives have a fitted effect of over 55% in size
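ATXN2-luciferase reporter cells (luciferase flanked by upstream and downstream ATXN2 gene portions) were treated 24 h at 37 °C with compounds at up to 57 uM. SteadyGlo luminescence gave expression; GF-AFC fluorescence gave viability.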
S2 tox – reduces viability in counter-screen for ATXN expression inhibitors | Potency, µM (series often up to 56.7 µM), most hits filed as cytotoxic | S2 cells (HEK-293 line with an ATXN2-luciferase reporter) viability, CellTiter-Fluor protease fluorescence, 24 h | 400,000 compounds, 0.49% hits; also: potency is read from the fitted curve at half-maximal effect; nearly all actives have a fitted effect of over 40% in size
* = called active by the depositor; [ ] = another dose, or the depositor's remark. Unless noted, calls follow the shape of the dose curve; as a rule, active = well fitted curve in the direction sought with a large enough effect; inconclusive = small, poorly fitted or top-dose-only effect, or another doubt; inactive = no such curve, though single readings can be large; an effect the other way counts as inactive or inconclusive. The order is random (roughly 8.8% active in at least one column).

For CCN(CC(=O)Nc1c(F)cccc1F)C(=O)c1ccc(N2C(=O)c3ccccc3C2=O)cc1 the results were HepG2 viability -0.6%, Nrf2 ARE act -0.5%, IL-1B inflam inh 24.4, MCF10A rereplic 13.1%, Nrf2 inh -1.6%, A549 viability 1.7%, TGFb SMAD3 inh 14.5%, ATXN2 expr inh 8.4% and S2 tox inactive.
Screening CN(C)c1cc(-c2ccc(Cl)cc2)oc(=O)c1Cl returned HepG2 viability -23.0%, Nrf2 ARE act 6.8%, IL-1B inflam inh -18.3, MCF10A rereplic 0.0%, Nrf2 inh -10.2%, A549 viability 2.6%, TGFb SMAD3 inh -31.0%, ATXN2 expr inh -11.4% and S2 tox inactive.
CC1=CC2(C#N)C3(N=C(N)C2(C#N)C(c2ccccc2)N1)OCCO3 (stereo not given) was read as HepG2 viability 32.0%, Nrf2 ARE act 0.4%, IL-1B inflam inh 17.9, MCF10A rereplic -1.0%, Nrf2 inh 8.5%, A549 viability 2.6%, TGFb SMAD3 inh 7.5%, ATXN2 expr inh -4.0% and S2 tox inactive.
For Cc1ccccc1CNCCSc1nnnn1C the results were HepG2 viability 2.1%, Nrf2 ARE act -0.3%, Nrf2 inh 0.5%, A549 viability -3.2%, TGFb SMAD3 inh 5.7%, ATXN2 expr inh -0.6% and S2 tox inactive.
Screening N#Cc1ccccc1NC(=O)CSc1ncn[nH]1 returned HepG2 viability -1.5%, Nrf2 ARE act 0.4%, Nrf2 inh -5.2%, A549 viability -10.9%, TGFb SMAD3 inh 11.4%, ATXN2 expr inh 10.2% and S2 tox inactive.
For O=C(c1cc(Cl)ccc1O)N1CCN(S(=O)(=O)Cc2ccccc2)CC1 the results were HepG2 viability -6.1%, Nrf2 ARE act 0.2%, IL-1B inflam inh 47.7, MCF10A rereplic inconclusive, Nrf2 inh 6.8%, A549 viability 6.1%, TGFb SMAD3 inh -18.1%, ATXN2 expr inh -8.3% and S2 tox inactive.
`COc1ccc(C2OC(CCc3ccccc3)Cc3[nH]c(=S)[nH]c(=O)c32)cc1` (stereo not given) gave Nrf2 ARE act 4.5%, IL-1B inflam inh -10.2, ATXN2 expr inh -18.5% and S2 tox inactive.
Cc1ccc2cc(CN(Cc3ccc(F)cc3)Cc3nnnn3C3CCCC3)c(=O)[nH]c2c1 was read as HepG2 viability -26.5%, Nrf2 ARE act 0.2%, IL-1B inflam inh -61.2*, MCF10A rereplic -1.3%, Nrf2 inh -18.1%, A549 viability -4.1%, TGFb SMAD3 inh 19.5% and ATXN2 expr inh inconclusive.
C[C@H](NC(=O)c1nc[nH]c1C(=O)N(C)CCO)c1ccccc1 was read as HepG2 viability -16.2%, Nrf2 ARE act -0.3%, IL-1B inflam inh 13.0, TGFb SMAD3 inh -5.5%, ATXN2 expr inh -5.3% and S2 tox inactive.
For O=C1OC(=O)c2cc([N+](=O)[O-])ccc21 the results were HepG2 viability 5.3%, Nrf2 ARE act 0.0%, IL-1B inflam inh -53.6*, MCF10A rereplic -17.0%, Nrf2 inh -9.6%, A549 viability -7.0%, TGFb SMAD3 inh 11.4%, ATXN2 expr inh 1.2% and S2 tox inactive.
COc1ccc(-c2noc(-c3ccc(NCCc4ccccc4)c([N+](=O)[O-])c3)n2)cc1OC was read as HepG2 viability 2.4%, Nrf2 ARE act 0.3%, Nrf2 inh -6.1%, A549 viability -4.0%, TGFb SMAD3 inh -13.8%, ATXN2 expr inh 9.8% and S2 tox inactive.
Cc1ccc(C(=O)Nc2c(C(=O)N3CCOCC3)cnn2-c2ccccc2)cc1 was read as HepG2 viability 3.9%, Nrf2 ARE act 0.6%, IL-1B inflam inh -8.0, MCF10A rereplic inconclusive, A549 viability -3.7%, TGFb SMAD3 inh 1.7%, ATXN2 expr inh 3.2% and S2 tox inactive.
Screening C=CCn1c(-c2ccccc2)ccc(C#N)c1=O returned HepG2 viability -33.4%, Nrf2 ARE act 15.2%, IL-1B inflam inh 0.5, MCF10A rereplic -179.2%[0.0737 µM], Nrf2 inh 1.0%, A549 viability 2.0%, TGFb SMAD3 inh -7.4%, ATXN2 expr inh -2.8% and S2 tox inactive.
`CC1Cc2ccccc2N1C1=NS(=O)(=O)c2ccccc21` (stereo not given) gave HepG2 viability -29.0%, Nrf2 ARE act 0.5%, IL-1B inflam inh -26.8, MCF10A rereplic 0.2%, Nrf2 inh 4.0%, A549 viability -14.7%[1.84 µM], TGFb SMAD3 inh -0.1%, ATXN2 expr inh 43.5%[activator] and S2 tox inactive.
For Cc1ccc(Nc2ncc(C(=O)NCCCN3CCN(C)CC3)c3ccccc23)cc1Cl the results were HepG2 viability -40.0%, Nrf2 ARE act 5.5%, IL-1B inflam inh -78.0*, MCF10A rereplic 23.1µM*, Nrf2 inh 2.8%, A549 viability 1.6%, TGFb SMAD3 inh inconclusive, ATXN2 expr inh -38.5% and S2 tox inactive.
`COc1ccccc1-n1cnc2c(c1=O)c1nc3ccccc3nc1n2-c1ccc(C)c(C)c1` gave HepG2 viability -2.4%, Nrf2 ARE act -0.1%, IL-1B inflam inh 12.9, MCF10A rereplic inconclusive, Nrf2 inh 5.8µM*, A549 viability inconclusive, TGFb SMAD3 inh -0.7% and S2 tox inactive.
`CCc1ccc(N(CC)C(=O)c2ccc3c(=O)n4c(nc3c2)CCCCC4)cc1` gave HepG2 viability -42.5%, Nrf2 ARE act -0.1%, Nrf2 inh inconclusive and A549 viability 4.2%.
`Fc1cccc(Nc2nc3ccccc3n3nnnc23)c1` gave HepG2 viability -30.6%, Nrf2 ARE act inconclusive, IL-1B inflam inh 45.5, MCF10A rereplic 4.9%, Nrf2 inh 6.5%, A549 viability 2.6%, TGFb SMAD3 inh 0.9%, ATXN2 expr inh 27.4% and S2 tox inactive.
For CC(C)C(=O)N1CCC(n2nccc2NC(=O)CCOc2ccccc2)CC1 the results were HepG2 viability 7.1%, Nrf2 ARE act -0.5%, IL-1B inflam inh 20.9, MCF10A rereplic -0.7%, Nrf2 inh -1.4%, A549 viability -0.2%, TGFb SMAD3 inh 1.1%, ATXN2 expr inh 13.6% and S2 tox inactive.
Screening COc1cccc(NC(=O)N[C@@H](Cc2ccccc2)C(=O)O)c1 returned HepG2 viability -0.1%, Nrf2 ARE act -0.2%, IL-1B inflam inh 37.1, MCF10A rereplic -1.2%, Nrf2 inh -13.2%, A549 viability -5.2%, TGFb SMAD3 inh 23.1%, ATXN2 expr inh 4.0% and S2 tox inactive.
N/C(=N\NC(=O)c1cccc(F)c1)c1cc2ccccc2oc1=O was read as HepG2 viability 4.1%, Nrf2 ARE act 10.8%, IL-1B inflam inh 1.3, MCF10A rereplic -4.0%, Nrf2 inh 11.3%, A549 viability 7.8%, TGFb SMAD3 inh 17.2% and S2 tox inactive.
CCN(CC)S(=O)(=O)c1ccc(N2CCN(C)CC2)c(NC(=O)Nc2ccccc2F)c1 was read as HepG2 viability -84.1%, Nrf2 ARE act 6.1%, IL-1B inflam inh -72.3*, MCF10A rereplic 9.7%, Nrf2 inh 0.2%, A549 viability 1.5%, TGFb SMAD3 inh inconclusive, ATXN2 expr inh -1.5% and S2 tox inactive.
CCOc1ccccc1CNC(=O)c1ccc(Cn2c(SCc3ccccc3)nc3cccnc32)cc1 was read as HepG2 viability -17.7%, Nrf2 ARE act 5.5%, Nrf2 inh 20.6µM*, A549 viability -15.7% and TGFb SMAD3 inh inconclusive.
`CCN1CCN(C(=O)c2cc3c(-c4ccc(Cl)cc4)nn(C)c3s2)CC1` gave HepG2 viability -38.0%, Nrf2 ARE act 15.3%, IL-1B inflam inh inconclusive, MCF10A rereplic -3.0%, Nrf2 inh 0.6%, A549 viability -4.9%, TGFb SMAD3 inh -16.8%, ATXN2 expr inh -15.1% and S2 tox inconclusive.
O=C(O)Cn1c(=O)c2cccn2c2ccccc21 was read as HepG2 viability 17.8%, Nrf2 ARE act 0.4%, IL-1B inflam inh -11.1, MCF10A rereplic -2.5%, Nrf2 inh -14.0%, A549 viability -3.5%, TGFb SMAD3 inh 5.1% and S2 tox inactive.
CC(=O)Oc1ccc2c(=O)c(Oc3ccccc3)coc2c1OC(C)=O was read as HepG2 viability 0.1%, Nrf2 ARE act 0.0%, IL-1B inflam inh 24.1, MCF10A rereplic inconclusive, Nrf2 inh -4.3%, A549 viability 1.0%, TGFb SMAD3 inh -23.9%, ATXN2 expr inh -27.9% and S2 tox inactive.
CCN(CC)S(=O)(=O)c1ccc(NC(=O)C2CCCN(C(=O)c3ccc(Cl)cc3)C2)cc1 (stereo not given) was read as HepG2 viability -24.1%, Nrf2 ARE act 2.5%, IL-1B inflam inh -9.5, MCF10A rereplic inconclusive, Nrf2 inh inconclusive, A549 viability 3.8%, TGFb SMAD3 inh inconclusive, ATXN2 expr inh -10.9% and S2 tox inactive.
For CC1CC(=O)Nc2ccccc2N1S(=O)(=O)c1ccc(C#N)cc1 (stereo not given) the results were HepG2 viability 14.8%, Nrf2 ARE act -0.9%, IL-1B inflam inh 4.9, MCF10A rereplic -2.9%, Nrf2 inh -16.1%, A549 viability 0.7%, TGFb SMAD3 inh 28.8%, ATXN2 expr inh -16.5% and S2 tox inactive.
Cc1ccc(-c2csc(-c3c(N)c(C(=O)c4ccc5c(c4)OCO5)n4ccccc34)n2)cc1 was read as HepG2 viability 1.1%, Nrf2 ARE act 3.6%, Nrf2 inh 18.4%, A549 viability 3.9%, TGFb SMAD3 inh 1.7%, ATXN2 expr inh 12.1% and S2 tox inactive.
COc1ccc(NC(=O)CCc2c(C)nc3c(-c4ccccc4)c(C)nn3c2C)cc1Cl was read as HepG2 viability -0.3%, Nrf2 ARE act -0.7%, Nrf2 inh 3.4%, A549 viability -5.9%, TGFb SMAD3 inh 2.9%, ATXN2 expr inh -0.1% and S2 tox inactive.
